Assay outcomes deposited in PubChem BioAssay by several laboratories.
HUVEC tox IL1B = toxic to HUVEC cells under IL-1B stimulation | HUVEC cell count loss, Hoechst imaging, IL-1B stimulated | cell count reduction, % at 2 µM | 0.41% of 94,000 active | AID 845;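 active = cell count reduction more than 3 SD above the screen-wide mean, cut at about 70% in these data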;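 also: normalized per plate to untreated control cells as the no-loss baseline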
PTK2B oligo ant = blocks oligomerization of human Pyk2 in cells. Q14289. Q293 cells, Pyk2 FERM NanoBiT luminescence; hits give low values. z-score (the deposit names both 25 µM and 10 µM). 0.83% of 99,000 active;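 active = Z-score of -3 or lower, scaled per plate to the spread of control and sample wells; inactive = z-score above -3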;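 also: negative z-score means lost luminescence so less FERM oligomerization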
TNFa cytotox = toxic to HUVEC cells under TNF alpha stimulation | 0.17% of 93,000 active | AID 848 | cell count reduction, % at 2 µM | HUVEC TNFalpha-stimulated, Hoechst cell count, imaging;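 active = cell count reduction exceeding the screen mean by over 5 SD, scaled to untreated wells per plate, cut at about 78% in these data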;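 also: cells counted after 24 h of TNF alpha exposure following the 1 h pretreatment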
VCAM1 TNFa inh = reduces TNF alpha induced VCAM1 expression in HUVEC; 0.48% of 95,000 active; HUVEC TNFa-induced VCAM-1 immunofluorescence, high-content imaging; inhibition, % at 2 µM;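 active = inhibition above the batch mean plus 3 SD, with images confirmed as a hit by eye, cut at about 37% in these data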;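 also: 0% = TNF-stimulated DMSO wells and 100% = unstimulated control wells; not every result past the cut was called active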
PTPN22 inh 2 = blocks human PTPN22 phosphatase activity | Q9Y2R2 | recombinant LYP catalytic domain, DiFMUP fluorescence | inhibition, % at 2 µM | 0.21% of 96,000 active;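 active = inhibition at 2 µM at or above a set limit, the screen mean plus 3 SD, cut at about 24% in these data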;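 also: 0% = DMSO with enzyme and 100% = enzyme fully blocked by orthovanadate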
ERa coact inh = ER-alpha (human) coactivator binding inhibition; inhibition, % at 25.6 µM; AID 629; TR-FRET ER-alpha LBD / SRC-1 peptide, estradiol-bound; P03372; 1.7% of 86,000 active; in the data active = inhibition above about 50%;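 also: 0% = receptor plus peptide control and 100% = peptide only without receptor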
Target sequence (P03372 whole entry, looked up, the tested form may be a part): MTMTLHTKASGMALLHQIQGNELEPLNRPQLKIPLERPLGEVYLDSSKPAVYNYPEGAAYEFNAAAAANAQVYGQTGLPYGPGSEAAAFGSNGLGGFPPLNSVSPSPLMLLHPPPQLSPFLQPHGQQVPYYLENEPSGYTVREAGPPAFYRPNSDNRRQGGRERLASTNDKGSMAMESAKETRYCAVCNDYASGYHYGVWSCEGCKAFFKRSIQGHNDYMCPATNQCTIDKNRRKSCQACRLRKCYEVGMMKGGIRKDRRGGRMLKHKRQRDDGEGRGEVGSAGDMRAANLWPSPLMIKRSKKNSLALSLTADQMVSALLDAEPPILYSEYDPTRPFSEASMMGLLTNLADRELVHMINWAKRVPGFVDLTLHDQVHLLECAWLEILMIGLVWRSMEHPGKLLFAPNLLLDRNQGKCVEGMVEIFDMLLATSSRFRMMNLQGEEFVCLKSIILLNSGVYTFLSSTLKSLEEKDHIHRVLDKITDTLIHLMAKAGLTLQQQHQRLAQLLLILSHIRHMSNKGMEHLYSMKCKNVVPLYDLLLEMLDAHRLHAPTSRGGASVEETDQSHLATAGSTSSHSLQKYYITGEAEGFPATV
LYP act = increases human PTPN22 phosphatase activity | AID 697 | Q9Y2R2 | activation, % at 2 µM | recombinant LYP, DiFMUP fluorescence; 0 = plate median, 100 = signal doubled | 0.11% of 96,000 active;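 active = activation at 2 µM above a set limit, the mean plus 5 SD, cut at about 37% in these data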
F-actin modifier = alters cytoskeleton assembly in HUVEC cells. HUVEC TNFa F-actin phalloidin imaging, high content. inhibition, % at 2 µM. 0.18% of 91,000 active. AID 836;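 active = inhibition above the batch mean plus 3 SD and confirmed as a hit by visual image inspection, cut at about 30% in these data, passing the limit was not always enough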; also: strong numbers were not always called active
FAK blocker = blocks human focal adhesion kinase activity | Q05397 | biochemical FAK kinase activity assay | inhibition, %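 (tested at 7 µM)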 | 0.84% of 97,000 active; in the data active = inhibition above about 19%;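 also: 0% = DMSO and 100% = reference compound high control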
Numbers without * were called inactive; . = not tested or not shown; [ ] = remark or other dose.

SMILES	HUVEC tox IL1B	PTK2B oligo ant	TNFa cytotox	VCAM1 TNFa inh	PTPN22 inh 2	ERa coact inh	LYP act	F-actin modifier	FAK blocker
CCN1C(=O)OC2(CCCCC2)C1(C)O (configuration not stated)	24	.	.	8	-4	-11	4	-9	0
Cc1ccc2c(c1)-c1c(cnn1CC(=O)N(Cc1ccco1)C1CCCCC1)CO2	-65	.	-21	-3	1	10	-1	8	3
O=C(CSc1nc2ccc(Cl)cc2o1)NCc1ccc2c(c1)OCO2	1	0.74	-9	0	0	5	-1	4	4
CCCCCOC(=O)C1C2C=CC3(CN(c4ccccc4C)C(=O)C13)O2 (configuration not stated)	.	-0.85	-16	8	-1	-12	-2	15	2
Cc1sc2nc(SCC(=O)C(C)(C)C)n(Cc3ccco3)c(=O)c2c1C	-2	-0.06	-18	-1	3	2	-6	-2	9
CCCCn1c(-c2cccs2)nc2nc3ccccc3nc21	7	-2.1	7	-5	7	7	-3	10	2
O=C(CSc1nc(-c2ccccc2)c(-c2ccccc2)[nH]1)NCc1ccco1	24	-0.27	3	18	-2	9	4	-8	2
COc1ccc(CNC(=O)C(c2ccco2)N(Cc2cccs2)C(=O)Cc2cccs2)cc1 (configuration not stated)	-5	-1.8	-21	15	6	-3[fluorescence artefact?]	-2	3	-1
Cc1ccc2nc(NC(=O)C3CCCN(S(=O)(=O)c4cccc5nsnc45)C3)sc2c1 (configuration not stated)	6	-1.3	-10	-10	4	2	-4	24	7
Cc1[nH]c2ccc(C(=O)OCCN(C)C)cc2c1C	-6	-1.3	-11	15	-1	-1	0	-7	-1
CCc1ccccc1NC(=O)/C(C#N)=C\c1ccc(Sc2ccccc2)o1	-7	-0.65	-14	-16	-5	.	11	-21	-3
Cc1nn(-c2ccccc2)c(Cl)c1C(=O)Nc1nnc(C2CCCCC2)s1	-2	-0.54	-21	23	-3	9	2	8	1
COc1cccc(CNS(=O)(=O)c2cc(Br)cc3c2N(C(C)=O)C(C)C3)c1 (configuration not stated)	-3	-0.06	-14	0	1	12	2	.	0
Cc1nn(C)c(C)c1/C=C/C(=O)c1cccs1	32	-1.4	-15	24	8	-9	-8	7	2
Cc1nc2ccccc2c(=O)n1NC(=O)Cc1ccccc1	24	.	24	-34	2	-11	-2	-6	-3
CCc1nc2ccc(C)cc2c(C(=O)Oc2cccc3cccnc23)c1C	-12	-2.1	-17	7	-11	.	8	15	0
Cc1nc(-c2ccccn2)sc1C(=O)Nc1ccc(Cl)c(Cl)c1	-28	-0.53	2	-9	-12	.	16	11	-5
Cc1ccc(-c2nnn(CC(=O)N(c3ccc(F)cc3)C(C(=O)NC(C)(C)C)c3ccco3)n2)o1 (configuration not stated)	17	-0.06	-14	-13	0	-11	-1	14	0
O=C(Nc1ccccc1)C1CCN(C(=O)c2ccccc2)CC1	3	0.88	-11	-10	2	-1	0	1	0
COC(=O)c1cc(COC(=O)c2ccc(OC)c(S(=O)(=O)N3CCCC3)c2)oc1C	-7	-0.88	96*	64	6	0	-9	-54	-1

A second format for some results above:
structure | HUVEC tox IL1B | PTK2B oligo ant | TNFa cytotox | VCAM1 TNFa inh | PTPN22 inh 2 | ERa coact inh | LYP act | F-actin modifier | FAK blocker
Cc1ccc2nc(NC(=O)C3CCCN(S(=O)(=O)c4cccc5nsnc45)C3)sc2c1 (configuration not stated) | 6 | -1.3 | -10 | -10 | 4 | 2 | -4 | 24 | 7
COc1ccc(CNC(=O)C(c2ccco2)N(Cc2cccs2)C(=O)Cc2cccs2)cc1 (configuration not stated) | -5 | -1.8 | -21 | 15 | 6 | -3[fluorescence artefact?] | -2 | 3 | -1
CCc1nc2ccc(C)cc2c(C(=O)Oc2cccc3cccnc23)c1C | -12 | -2.1 | -17 | 7 | -11 | . | 8 | 15 | 0
O=C(CSc1nc(-c2ccccc2)c(-c2ccccc2)[nH]1)NCc1ccco1 | 24 | -0.27 | 3 | 18 | -2 | 9 | 4 | -8 | 2
Cc1nc(-c2ccccn2)sc1C(=O)Nc1ccc(Cl)c(Cl)c1 | -28 | -0.53 | 2 | -9 | -12 | . | 16 | 11 | -5
CCCCn1c(-c2cccs2)nc2nc3ccccc3nc21 | 7 | -2.1 | 7 | -5 | 7 | 7 | -3 | 10 | 2

(list continues)
SMILES	HUVEC tox IL1B	PTK2B oligo ant	TNFa cytotox	VCAM1 TNFa inh	PTPN22 inh 2	ERa coact inh	LYP act	F-actin modifier	FAK blocker
COc1ccc2nc(SCc3cccnc3)c(C#N)cc2c1	-27	-0.55	-18	15	5	2[fluorescence artefact?]	-3	4	-5
CCOc1ccc(NC(=O)N[C@@H](CCSC)C(=O)OC)cc1	0	-0.61	-7	12	-5	-14	5	-1	-1
CCCOC(=O)Nc1cc(OC)c(Cl)cc1OC	-2	-1.2	-10	6	8	-16	-9	9	2
Cc1cc(C)c(NC(=O)C2CCCN2CCO)c(C)c1 (configuration not stated)	18	-0.51	13	10	0	-3	4	26	-5
CC(CC(=O)NCc1cccnc1)c1ccccc1 (configuration not stated)	26	0.15	-1	-15	4	-9	-4	5	-1
O=C(Nc1ccccn1)NC1CCS(=O)(=O)C1 (configuration not stated)	7	-0.41	-18	4	-12	8	12	.	-6
O=C(Nc1ccc(Cl)cc1)N1CCCN(Cc2ccc(F)cc2)C1	.	1.4	7	14	12	2	-11	0	5
Cc1nc2ccccc2n1CC(=O)NCc1ccccc1	4	2.1	2	7	3	7	-3	-14	3
CCN(CC)S(=O)(=O)c1cccc(NC(=O)C(=O)c2c(-c3ccccc3)cc3ccccn23)c1	-2	0.34	0	10	-7	.	7	3	1
O=C(CN1C(=O)c2ccccc2S1(=O)=O)N1CCc2ccccc21	-1	-0.43	-10	-12	-11	-4	5	3	2
O=C(/C=N\O)NCCCNCc1ccccc1	.	0.97	-12	5	-6	0	2	5	-2
CCOC(=O)C1CCN(CC(=O)c2c(C)[nH]c3ccccc23)CC1	55	0.44	-14	8	11	0	-12	3	0
CSc1ccccc1C(=O)Nc1cccc(C(C)O)c1 (configuration not stated)	-14	0.36	.	6	-11	-30	10	6	3
N#CC(C#N)=c1ccc2c(c1)NC1(CCCCC1)N=2	11	-0.8	-21	13	5	-72[fluorescence artefact?]	-6	41	-5
CCCC(NC(=O)c1ccccc1)c1nc2ccccc2n1Cc1ccc(C(=O)OC)o1 (configuration not stated)	1	-0.61	-23	-1	8	5	-4	25	0
CCOC(=O)c1c(C)sc2c1N(C(=O)CN(CC)CC)c1cc(Cl)ccc1S2	-3	-0.46	2	-10	2	-1	0	-28	-2
COc1ccc(S(=O)(=O)N2CCN(C(=O)CCC3CCCC3)CC2)cc1	4	-1.2	0	10	4	-5	-1	-2	-4
COc1cc(OC)cc(-c2cc3nc(C)cc(N4CCN(C(=O)c5ccco5)CC4)n3n2)c1	2	.	-19	1	1	.	-1	-7	4
CC1CCN(c2cc(N)c(Cl)cc2[N+](=O)[O-])CC1	-71	-0.51	-40	-4	-4	.	8	5	2
O=C(c1cc2sccc2n1Cc1ccc(F)cc1)N1CCCc2ccccc21	-11	-2.1	-16	-19	-4	-17	4	-18	1

Some of these compounds in order of the PTPN22 inh 2 value, lowest first.
Compound	PTK2B oligo ant	VCAM1 TNFa inh	PTPN22 inh 2	ERa coact inh	LYP act	F-actin modifier	FAK blocker
O=C(/C=N\O)NCCCNCc1ccccc1	0.97	5	-6	0	2	5	-2
CCCC(NC(=O)c1ccccc1)c1nc2ccccc2n1Cc1ccc(C(=O)OC)o1 (configuration not stated)	-0.61	-1	8	5	-4	25	0
CCOC(=O)C1CCN(CC(=O)c2c(C)[nH]c3ccccc23)CC1	0.44	8	11	0	-12	3	0

The results go on.
SMILES	HUVEC tox IL1B	PTK2B oligo ant	TNFa cytotox	VCAM1 TNFa inh	PTPN22 inh 2	ERa coact inh	LYP act	F-actin modifier	FAK blocker
Cc1ccc(CSc2nnc(-c3ccccn3)n2C)cc1	6	2	-15	7	0	6	-2	25	-2
Cc1ccc(S(=O)(=O)NC(=O)NCc2ccccn2)cc1	-125	0.11	-12	-19	8	6	-8	8	1
COc1cccc(NC(=O)C2CC(=O)N(C)C(=Nc3cccc(F)c3)S2)c1 (configuration not stated)	30	-1.6	-13	38	-5	0	2	16	3
COc1cc(C(=O)Nc2ccc(S(=O)(=O)N3CCCCC3C)cc2)cc(OC)c1OC (configuration not stated)	-3	-1.6	-22	10	-3	3[fluorescence artefact?]	0	4	-1
c1ccc(-n2nnc3ccccc32)nc1	-8	0.93	-30	11	0	-3	-2	24	5
COc1cccc(CC(NC(C)=O)C(=O)NC2CCN(c3nc(C)cc(C)c3C#N)CC2)c1 (configuration not stated)	-3	-0.6	-6	4	10	-1[fluorescence artefact?]	-8	20	-7
CSc1nnc(Cc2cc(=O)[nH]c(=O)[nH]2)n1-c1cccc(C)c1	28	0.75	-12	-9	9	-4	-8	0	10
O=C(O)C1CC=CCC1C(=O)Nc1ccc2c(c1)OCCO2 (configuration not stated)	33	-0.39	14	10	12	2[fluorescence artefact?]	-11	14	0
Cc1ccc(NC(=O)CN(C)S(=O)(=O)c2cccs2)cc1F	-3	0.69	52	21	2	5	1	20	0
CCOc1ccc(C2C(C(=O)c3ccco3)=C(O)C(=O)N2Cc2cccnc2)cc1 (configuration not stated)	-195	1	13	10	0	-6	0	-2	-1
CC1(C)N([O-])C(c2cccs2)=C[N+]1=O	-58	1.2	-11	24	-7	4[fluorescence artefact?]	7	-102	1
N#CC(C(=O)c1ccco1)c1ccccn1 (configuration not stated)	-29	1.2	0	4	4	1	-7	-14	7
CCOC(=O)c1c(C)oc2ccc(OCC(=O)C(C)(C)C)cc12	-41	0.22	4	2	-10	-1	2	-11	1
CC(C)NC(=O)CSc1nnc(-c2ccc(S(=O)(=O)N3CCCC3)cc2)n1CC1CCCO1 (configuration not stated)	-9	0.26	-19	-11	-2	1	0	2	-2
Cn1ccnc1SCC(=O)NC1CC1	-2	-1.5	-19	-7	-5	4	6	4	-2
CCOC(=O)C(NC(=O)c1cccnc1)(Nc1cccc(C)n1)C(F)(F)F (configuration not stated)	39	0.79	38	18	-1	-4	4	-5	6
CCCCN1C(=O)CC(Nc2ccc(CC)cc2)C1=O (configuration not stated)	27	0.68	5	-12	0	-6	0	-5	0
Cc1ccc(NC(=O)CSC2=Nc3ccccc3C3CC=NN23)c(C)c1 (configuration not stated)	-8	-0.12	1	3	-2	.	0	-27	3
COc1ccc(N2C(=O)CSC23C(=O)N2CCCc4cccc3c42)cc1 (configuration not stated)	-18	-0.22	-29	-2	4	-7	-7	-6	-4
CCOC(=O)c1sc(-c2ccc(F)cc2)cc1N	-5	0.1	-15	-25	-3	.	1	-4	2
O=C(COc1ccccc1Cl)Nc1cc(Cl)ccc1Oc1ccccc1	-2	-1.9	-30	-23	7	.	-2	1	3
O=C(CN1CCc2ccccc21)Nc1ccc2c(c1)OCO2	-7	-0.34	-32	16	-2	-3	0	-9	-3
